# PAFAH2 inh = inhibitors of human PAFAH2; Q99487; recombinant PAFAH2, FP-rhodamine activity probe, fluorescence polarization; inhibition, % at 3.39 µM; actives 0.99% (n = 340,000); AID 492956;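 active means inhibition above the mean over all tested compounds plus 3 SD, cut at about 30% in these data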;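 further: inhibitors block probe labeling of enzyme so polarization drops; 0% = enzyme with DMSO and 100% = wells lacking PAFAH2 protein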
# EBNA-1 inhibitor = blocks EBNA-1 binding to DNA; AID 1950; actives 0.34% (n = 300,000); inhibition, % at 14.8 µM; EBNA-1 DNA binding, fluorescence polarization; in the data active means inhibition above about 28%
# ZTA DNA inh = ZTA (EBV) inhibition in EBNA-1 counter-screen; P03206; ZTA-DNA binding, fluorescence polarization; inhibition, % at 11 µM; actives 0.15% (n = 320,000); in the data active means inhibition above about 33%
# Target sequence (P03206 whole entry, looked up): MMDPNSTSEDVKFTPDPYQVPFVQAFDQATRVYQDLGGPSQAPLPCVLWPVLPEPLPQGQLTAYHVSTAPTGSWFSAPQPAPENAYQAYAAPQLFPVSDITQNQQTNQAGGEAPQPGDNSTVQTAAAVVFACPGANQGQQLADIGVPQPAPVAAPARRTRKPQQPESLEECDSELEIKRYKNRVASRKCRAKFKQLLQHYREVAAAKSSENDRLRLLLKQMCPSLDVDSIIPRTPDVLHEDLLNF
# GSTO1 counter = blocks human GSTO1 in RBBP9 counter-screen; AID 1974; recombinant GSTO1, activity-based probe fluorescence polarization; actives 1.1% (n = 300,000); inhibition, % at 5.96 µM;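 active means inhibition above the campaign mean inhibition plus 3 SD, cut at about 35% in these data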;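 further: 0% = GSTO1-1 with DMSO and 100% = wells lacking GSTO1-1 enzyme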
# PREPL inhibitor = human PREPL enzyme inhibition; Q4J6C6; recombinant PREPL, fluorescence polarization activity-based probe; inhibition, % at 5.96 µM; actives 0.68% (n = 320,000); AID 2751; in the data active means inhibition above about 43%;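 further: 0% = enzyme with DMSO and 100% = wells lacking enzyme; many of its hits are not listed in these tables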
# Target sequence (Q4J6C6 whole entry, looked up): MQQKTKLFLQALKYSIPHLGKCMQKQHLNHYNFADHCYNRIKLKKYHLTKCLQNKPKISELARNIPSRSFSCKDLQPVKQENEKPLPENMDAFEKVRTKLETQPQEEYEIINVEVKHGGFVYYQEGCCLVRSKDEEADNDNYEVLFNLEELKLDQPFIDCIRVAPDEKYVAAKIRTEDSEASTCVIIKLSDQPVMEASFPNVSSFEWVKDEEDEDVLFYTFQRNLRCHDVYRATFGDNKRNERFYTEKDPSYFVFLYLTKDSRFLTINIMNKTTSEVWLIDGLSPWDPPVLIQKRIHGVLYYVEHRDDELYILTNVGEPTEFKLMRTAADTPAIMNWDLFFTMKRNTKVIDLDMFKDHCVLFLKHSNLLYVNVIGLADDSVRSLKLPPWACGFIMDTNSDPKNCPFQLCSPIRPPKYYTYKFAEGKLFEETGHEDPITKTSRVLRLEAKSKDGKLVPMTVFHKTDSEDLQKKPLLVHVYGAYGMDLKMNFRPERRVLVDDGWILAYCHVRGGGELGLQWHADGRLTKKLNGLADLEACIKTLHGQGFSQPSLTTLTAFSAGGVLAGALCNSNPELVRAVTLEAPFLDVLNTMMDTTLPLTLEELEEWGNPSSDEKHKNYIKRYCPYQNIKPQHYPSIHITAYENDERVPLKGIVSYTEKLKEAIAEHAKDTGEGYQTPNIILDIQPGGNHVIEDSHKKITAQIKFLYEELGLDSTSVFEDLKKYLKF
# LYPLA1 inh = LYPLA1 (human) inhibition in PME1 counter-screen; O75608; recombinant LYPLA1, FP-Rh probe fluorescence polarization; inhibition, % at 5.9 µM; actives 0.16% (n = 320,000); AID 2174;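 active means inhibition above the mean of all tested compounds plus 3 SD, set per campaign, cut at about 14% in these data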;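 further: inhibitors block serine hydrolase probe labeling of LYPLA1 so polarization falls; 0% = enzyme with DMSO and 100% = wells lacking LYPLA1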
# PAFAH1B3 FP inh = PAFAH1B3 (human) inhibition; Q15102; recombinant PAFAH1B3, FP-rhodamine probe, fluorescence polarization; actives 0.28% (n = 340,000); AID 492972; inhibition, % at 3.39 µM;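 active means inhibition above the screen-wide average of all tested compounds plus 3 SD, cut at about 25% in these data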;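 further: 0% = enzyme with DMSO only and 100% = wells lacking PAFAH1B3 protein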
# PAD4 FP inh = PAD4 (human) enzyme inhibition. inhibition, % at 6.36 µM. Q9UM07. recombinant PAD4, RCA probe fluorescence polarization. actives 0.41% (n = 330,000);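 active means percent inhibition above a cutoff equal to the mean of all tested compounds plus 3 SD, cut at about 15% in these data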;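 further: 0% = PAD4 with RCA probe and DMSO and 100% = probe without PAD4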
# LYPLA2 inh = LYPLA2 (human) inhibition in PME1 counter-screen; O95372; recombinant LYPLA2, FP-Rh probe fluorescence polarization; inhibition, % at 5.9 µM; actives 0.38% (n = 320,000); AID 2177;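 active means inhibition above the screen-wide mean plus 3 SD, limit set per campaign, cut at about 26% in these data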;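 further: 0% = LYPLA2 with DMSO and 100% = wells lacking LYPLA2 enzyme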
# * hit, by the source's call; . = no result given. Not all compounds are listed; rates above refer to the full screens.
SMILES,PAFAH2 inh,EBNA-1 inhibitor,ZTA DNA inh,GSTO1 counter,PREPL inhibitor,LYPLA1 inh,PAFAH1B3 FP inh,PAD4 FP inh,LYPLA2 inh
CC1(C)CC(=O)C(C=NCCCO)=C(O)C1,-8,3,-4,-3,-1,-3,-11,8,-2
CCOC(=O)c1ccc(-c2cc(C)no2)[nH]1,-7,-3,-2,2,7,-3,4,-4,-2
CC1(C)CC(=O)C(C=NCCN2CCN(C(=S)Nc3cccc(Cl)c3)CC2)=C(O)C1,-7,4,4,2,9,0,-1,2,5
Cc1ccccc1S(=O)(=O)c1cc2ccccc2nc1N,3,-3,-24,1,5,3,1,0,4
O=C(CCC(=O)N1CCOCC1)NCc1cccc(C(F)(F)F)c1,4,.,3,.,-3,-2,15,-6,1
FC(F)(F)c1ccc(Cl)c(-n2c(Cc3cccs3)n[nH]c2=S)c1,1,3,-3,-3,-6,1,8,3,5
Cn1c(CNc2cccc(Cl)c2)nnc1SCC(=O)OC1CCCCC1,4,-9,-4,3,30,-4,-10,2,-1
O=C(CCN1C(=O)c2ccccc2C1=O)Nc1ccc(S(=O)(=O)NC2=NCCCCC2)cc1,-3,6,1,2,3,-2,3,2,3
O=C(NNc1ccc([N+](=O)[O-])cc1[N+](=O)[O-])c1ccco1,4,-4,-6,12,2,-2,0,2,6
CCOC(=O)c1cnc(SC)nc1Nc1cccc(F)c1,3,4,-16,1,12,2,-3,-2,6
CC(C)c1ccc(NC(=O)CSc2nnc(-c3ccccn3)n2C)cc1,3,-14,-3,-2,-14,-2,2,-1,-1
C/C(=N\NC(=O)CNC(=O)c1cccs1)c1ccc(Cl)c(Cl)c1,3,-1,7,6,-13,-4,6,0,2
O=C(Nc1ccccc1)c1cnc(-c2ccccc2)nc1-c1ccccc1,1,-3,-8,-1,-1,-4,5,5,-2
Cc1cccc(N2CCN(CC(=O)Nc3nccs3)CC2)c1C,-5,-5,-13,1,17,-3,6,-6,2
CS(=O)(=O)N(CC(=O)N1CCN(Cc2ccccc2)CC1)c1ccc2c(c1)OCCO2,0,9,-4,0,8,-1,6,4,3
C[C@H]1CC[C@H]2C(=O)N[C@H](Cc3ccccc3)C(=O)N2[C@@H]1c1ccccc1,.,-2,-7,10,6,1,.,4,-2
COC(=O)c1ccc(C(C(=O)NCc2ccccc2)N(Cc2cccs2)C(=O)c2cnccn2)cc1 (configuration not stated),1,4,-4,0,-11,-3,-1,-1,-2
Cc1onc(-c2ccccc2)c1C(=O)N/N=C/c1cccc(O)c1,0,6,6,4,0,-6,1,2,-2
Cc1ccccc1-n1nc(SCC(=O)O)sc1=S,6,7,-3,2,2,3,2,4,8
CC(C)N1CCC(N2CCN(Cc3ccc(-c4ccccc4Cl)o3)CC2CCO)CC1 (configuration not stated),-3,-15,-5,-15,31,-4,4,-9,-2
O=C(O)c1cccc(NC(=O)c2ccc3c(c2)C(=O)N(c2cccc([N+](=O)[O-])c2)C3=O)c1,-5,7,6,-7,1,0,7,2,24
Cc1ccc(SCc2noc(C(=O)NCC3CCCO3)c2C(=O)O)cc1C (configuration not stated),16,-11,-8,-6,0,3,7,-6,-5
CC1(C)CC(=O)C=C(c2ccc3c(c2)OCO3)C1,-2,7,-11,4,-28,2,9,4,2
CCOC(=O)C1CCN(C(=O)COC(=O)c2nc3nc(C)cc(C)n3n2)CC1,0,-7,1,6,-16,2,5,4,4
CCOc1ccc(CC(=O)C2C(=O)CC(C)(C)CC2=O)cc1OCC,-8,-1,3,4,-2,1,5,4,16
CCCCOC(=O)CCc1nc2ccccc2[nH]1,3,7,-10,-8,4,-1,11,-1,4
O=C1C=C(c2ccc(F)c(Cl)c2)C[C@@H](c2ccc(F)cc2)C1,-2,.,4,.,-5,2,7,-3,9
CCOc1ccc(Nc2ccc(N3C(=O)CCC3=O)cc2[N+](=O)[O-])cc1,2,-7,1,-2,21,1,1,1,5
Cc1cc(C)n(CC(O)Cn2c3ccccc3c3ccccc32)n1 (configuration not stated),-6,5,-3,-1,8,-3,6,1,0
CCc1ccc2[nH]cc(C(=O)N3CCCCCC3)c(=O)c2c1,7,-11,-10,-5,-1,3,9,2,1
COc1cccc(-n2c(N)c(C#N)c3ccc([N+](=O)[O-])cc3c2=O)c1,.,6,5,-6,2,1,.,-6,2
COc1ccccc1OCCNC(=O)C1CC(=O)N(Cc2ccccc2)C1 (configuration not stated),-4,.,2,.,1,2,11,-7,4
O=C(/C=C/c1ccccc1)N1CCN(c2ccccn2)CC1,8,0,-4,12,4,1,2,2,1
N/C(COc1ccccc1)=N\NC(=O)c1cccnc1Oc1ccccc1,-4,-10,-6,1,14,-2,3,0,0
CCCCOc1ccc(C(CC(=O)NC)C(=O)O)cc1 (configuration not stated),1,-2,0,13,4,3,2,0,4
CCC(CC)NC(=O)Nc1ccccc1C,5,-11,7,4,20,-6,0,0,-3
O=C(NCc1ccco1)c1csc(Nc2ccccc2Cl)n1,-1,-6,3,-6,6,1,7,-6,6
Cn1ncc2c(NNC(=O)c3ccc(Cl)c(Cl)c3)ncnc21,2,-9,-7,3,-5,7,7,0,4
CC(C)(C)c1ccc(C(=O)N2CCN(CCNC(=O)C(=O)NCc3ccc(Cl)cc3)CC2)cc1,2,5,-10,-3,25,-3,2,4,8
CC(C)Cc1nnc(NC(=O)CSc2ncn[nH]2)s1,-1,-8,4,2,4,0,5,-4,0
CC(=O)Nc1ccc(NC(=O)C2CCN(C(=O)c3ccc([N+](=O)[O-])cc3)CC2)cc1,2,-2,-14,3,4,-5,9,2,1
CCOc1ccc2[nH]c(=O)c(CN(CCN3CCOCC3)Cc3nnnn3C(C)(C)CC)cc2c1,2,5,-5,3,41,0,7,-1,-3
COC(=O)[C@H]1[C@@H](C)N(CCc2cc(OC)c(OC)c(OC)c2)C(=O)N[C@H]1c1ccccc1,-1,11,-3,2,12,2,9,0,6
O=C(C1CC1)N1CCN(c2ccc([N+](=O)[O-])cc2)CC1,.,7,0,16,-31,-2,.,2,-3
CC(=O)c1ccc(NC(=O)CCn2c(=S)oc3ccccc32)cc1,5,8,-5,11,29,5,7,-3,7
Cc1ccc(-c2cc(C(=O)O)n(-c3ccc(S(N)(=O)=O)cc3)n2)cc1,4,8,15,-5,3,0,6,-2,-1
COCCOC(=O)c1[nH]c2c(c1C)C(=O)CC(c1ccc(OC)cc1)C2 (configuration not stated),-5,-1,7,3,-7,2,-2,-1,12
CC1(C)Cc2ccccc2C(=C(C#N)C#N)N1,-2,11,-4,1,2,2,5,-2,-3

# An excerpt of these results, with tabs:
molecule	PAFAH2 inh	EBNA-1 inhibitor	ZTA DNA inh	GSTO1 counter	PREPL inhibitor	LYPLA1 inh	PAFAH1B3 FP inh	PAD4 FP inh	LYPLA2 inh
COC(=O)[C@H]1[C@@H](C)N(CCc2cc(OC)c(OC)c(OC)c2)C(=O)N[C@H]1c1ccccc1	-1	11	-3	2	12	2	9	0	6
CC(C)Cc1nnc(NC(=O)CSc2ncn[nH]2)s1	-1	-8	4	2	4	0	5	-4	0

# New compounds follow.
SMILES,PAFAH2 inh,EBNA-1 inhibitor,ZTA DNA inh,GSTO1 counter,PREPL inhibitor,LYPLA1 inh,PAFAH1B3 FP inh,PAD4 FP inh,LYPLA2 inh
Cc1ccc2c(c1)N=C(c1ccccc1)CC(C(Cl)Cl)=N2,2,-15,-1,15,-2,-6,5,-10,-5
CCOC(=O)C(C(=O)N(C)C)c1ncc(C(F)(F)F)cc1Cl (configuration not stated),9,17,2,1,-3,2,4,-2,3
CCn1c2ccccc2c2nnc(SCCN3CCCCC3)nc21,1,-6,-3,-2,5,-1,4,3,6
Cc1ccc(C(=O)N(Cc2nnc(-c3ccc(Cl)cc3)o2)C2CC2)o1,7,.,1,.,0,-2,6,-1,9
CS(=O)(=O)c1cnc(-c2ccccc2)nc1-c1ccccc1Cl,5,-7,-5,4,-7,-3,2,-4,-5
CCOC(=O)N1CCC2(CC1)C(C#N)=C(N)Oc1c2sc2nc(C)cc(C)c12,-1,-11,-13,-33,6,-2,3,-3,2
Cc1cc(NC(=O)CSCC(=O)OCC(=O)Nc2ccc(OC(F)F)cc2)no1,-1,.,11,.,10,0,0,0,-1
O=C(CSc1ncnc2scc(-c3ccc(F)cc3)c12)c1ccc2c(c1)OCCO2,-5,0,-2,-9,-3,-7,-3,0,-5
CC(=O)N1CCC(C(=O)Nc2ccc3c(c2)CCC3)CC1,-1,4,-14,2,8,-2,4,0,3
O=C(Nc1ccc2c(c1)OCO2)C1CC(c2ccc(F)cc2)=NO1 (configuration not stated),15,-14,2,2,14,-2,-11,-4,-3
CC(C)C(=O)NC(=S)Nc1ccc(S(=O)(=O)N(C)Cc2ccccc2)cc1,-1,-1,-1,-6,1,-3,2,-2,-11
COc1ccc2c(c1)c1c(n2C)[C@@H]2CC=C(CO)[C@@H](C1)N2C,-1,.,.,.,11,.,3,-9,.
FC(F)(F)c1ccccc1NC(=S)NC1CCN(Cc2ccccc2)CC1,3,-9,8,-1,0,5,5,-4,7
O=C(OCC(=O)N1CCc2ccccc2C1)c1ccc(O)cc1,47*,.,.,.,-1,.,11,-4,.
COc1ccc(CC(=O)NCC2(c3ccc(OC)c(OC)c3)CCOCC2)cc1,10,-8,0,2,2,3,4,1,10
COc1ccc(C2Nc3ccccc3C(=O)N2c2ccc(C)cc2)cc1COc1ccccn1 (configuration not stated),2,1,2,1,1,-7,3,2,2
CC(=O)n1nc(-c2ccco2)nc1N,2,5,2,12,-6,2,8,-1,5
COc1ccc(NC(=O)c2cc(S(=O)(=O)N3CCc4ccccc43)cn2C)cc1,-1,13,4,2,-39,-7,0,-2,-12
CC(=O)NCCC(=O)N1CCc2c([nH]c3ccccc23)C1c1cccc(Cl)c1 (configuration not stated),8,-8,-1,4,2,-1,4,-8,-12
CCN(C1CCCCC1)S(=O)(=O)c1cc(C)ccc1OC,7,-6,3,1,-4,-4,9,-5,-2
N/C(=N\OCC(=O)Nc1ccccc1)c1nonc1N,4,-6,4,0,-6,2,14,-7,9
O=C(O)CSCC(=O)NCc1ccc(Cl)cc1Cl,2,-2,-11,8,-1,0,11,10,4
O=C(c1ccco1)c1nc2c(n1O)CCCCC2,2,6,-8,-4,-4,3,4,-4,5
Cc1cccc(N(CC(=O)N2CCCC2)S(=O)(=O)c2ccccc2)c1,8,-7,6,6,3,0,12,2,-1
N=c1c(C(=O)NCC2CCCO2)cc2c(=O)n3ccccc3nc2n1Cc1ccco1 (configuration not stated),3,2,0,6,6,0,2,-2,6
C[C@@H](C(=O)OCC(=O)c1ccc(F)c(F)c1)N1C(=O)C2CCCCC2C1=O (some centres not stated),20,.,.,.,8,.,3,-3,.
CCOc1ccc(OCCSc2nc(N)cc(=O)[nH]2)cc1,0,4,-16,2,14,-1,12,0,7
COc1ccc(NC(=O)CC2C(=O)N(c3cccc(OC)c3)C(=O)N2C2CCCCC2)cc1 (configuration not stated),7,-9,-1,0,3,-1,0,-3,-3
CC(Nc1ccccc1N1CCCCC1)C(=O)N1CCc2ccccc21 (configuration not stated),2,-3,3,0,10,0,3,0,6
CN(CC(=O)Nc1ccc(Cl)c(C(F)(F)F)c1)C(=O)C1CC(=O)N(C2CCCC2)C1 (configuration not stated),-2,.,7,.,31,-2,2,2,-1
Cc1cccc(C(=O)N2CCc3cc(-c4csc(NC(=O)CN5CCCC5)n4)ccc32)c1,1,10,-5,-3,12,-2,0,3,3
CCC(=O)N1CCc2cc(S(=O)(=O)CCC(=O)N3CCN(c4ccc(Cl)cc4)CC3)ccc21,-2,-1,-19,9,-1,11,3,-3,18

# Source: PubChem
